# Screening results (PubChem)
# DTT redox prof: compounds producing H2O2 with reducing agent – biochemical, NIH compound library profiling, artefact control for MLSCN library redox annotation, primary screen; DTT-dependent redox cycling H2O2, phenol red/HRP absorbance; 100% = 100 µM peroxide control, 0% = buffer; activation, % at 10 µM; 200,000 compounds, 0.03% hits; AID 878;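 active = activation of at least 50% relative to the plate's high and low controls in the primary single-dose screen; inactive = activation below 50%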;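 note: compound incubated with DTT at 0.8 mM final as the reducing agent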
# PMI activator: phosphomannose isomerase (human) activation. P34949. purified human PMI, coupled resazurin fluorescence, 20 min; hits give high values; 1 = vehicle control, 0 substrate-free wells. activation factor at 20 µM. 190,000 compounds, 0.005% hits. AID 1214;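 active = activation factor of 2 or more at 20 µM, relative to plate controls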
# TLR4 MyD88 comp: inhibitors of human TLR4-MyD88 binding; O00206+Q99836; HeLa CL3-4 TLR4/MyD88 BLA complementation, FRET ratio; inhibition, % at 8.4 µM; 200,000 compounds, 0.18% hits; AID 861; in the data active = inhibition above about 25%;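 note: 0% = vehicle and 100% = reference inhibitor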
# Target sequence (O00206 whole entry, looked up): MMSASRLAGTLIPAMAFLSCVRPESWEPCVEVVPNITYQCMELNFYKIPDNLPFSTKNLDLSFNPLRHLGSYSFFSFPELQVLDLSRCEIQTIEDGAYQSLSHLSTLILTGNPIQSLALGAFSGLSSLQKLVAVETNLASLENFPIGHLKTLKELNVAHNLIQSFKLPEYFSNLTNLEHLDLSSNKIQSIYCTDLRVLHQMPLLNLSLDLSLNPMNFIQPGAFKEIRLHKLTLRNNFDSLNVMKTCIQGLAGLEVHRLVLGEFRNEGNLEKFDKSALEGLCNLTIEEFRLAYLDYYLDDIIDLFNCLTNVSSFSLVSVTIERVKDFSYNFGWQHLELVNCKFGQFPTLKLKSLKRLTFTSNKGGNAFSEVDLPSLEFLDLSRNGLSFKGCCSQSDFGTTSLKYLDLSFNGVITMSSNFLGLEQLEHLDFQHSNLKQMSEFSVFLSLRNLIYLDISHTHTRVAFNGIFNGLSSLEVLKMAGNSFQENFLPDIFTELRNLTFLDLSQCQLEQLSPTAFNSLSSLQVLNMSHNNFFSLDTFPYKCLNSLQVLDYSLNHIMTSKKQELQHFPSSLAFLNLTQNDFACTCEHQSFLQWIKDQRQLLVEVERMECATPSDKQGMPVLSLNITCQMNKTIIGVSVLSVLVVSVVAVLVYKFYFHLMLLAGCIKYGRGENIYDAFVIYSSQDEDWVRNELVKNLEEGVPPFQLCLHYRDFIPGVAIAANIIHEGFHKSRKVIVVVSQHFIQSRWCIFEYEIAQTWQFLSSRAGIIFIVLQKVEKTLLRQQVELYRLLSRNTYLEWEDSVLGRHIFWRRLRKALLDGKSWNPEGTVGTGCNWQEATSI
# Target sequence (Q99836 whole entry, looked up): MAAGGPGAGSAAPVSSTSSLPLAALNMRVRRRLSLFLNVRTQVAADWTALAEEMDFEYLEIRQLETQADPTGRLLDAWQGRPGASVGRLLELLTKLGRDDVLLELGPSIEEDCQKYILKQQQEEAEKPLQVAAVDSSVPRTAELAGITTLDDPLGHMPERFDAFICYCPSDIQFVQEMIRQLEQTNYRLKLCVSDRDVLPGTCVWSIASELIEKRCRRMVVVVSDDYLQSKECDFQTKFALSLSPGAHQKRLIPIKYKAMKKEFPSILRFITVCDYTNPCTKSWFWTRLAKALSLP
# G6PDH CS: L. mesenteroides G6PDH inhibition counter-screen | inhibition, % at 5 µM | 200,000 compounds, 0.12% hits | Purified L. mesenteroides G6PDH, diaphorase/resazurin coupled fluorescence, 45 min
# L major viab: reduces viability of Leishmania major promastigotes. resazurin fluorescence viability. AID 1063. 200,000 compounds, 9% hits. inhibition, % at 10 µM;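 note: promastigotes grown with compound for 44 hours at 28 °C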
# Hsp70 activator: Hsp70 transcriptional activation, primary screen. HeLa Hsp70 promoter luciferase reporter, luminescence; scaled: vehicle 0, proteasome-inhibitor control 100%. activation, % at 10 µM. 200,000 compounds, 0.04% hits;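 active = activation above the mean across all tested compounds plus 3 SD, cutoff set per campaign, cut at about 5.5% in these data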;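 note: 100% = MG132 at 30 µM as the positive control and 0% = DMSO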
# Diaphorase act: activates diaphorase or chemically reduces, flagging diaphorase assay artifacts | Diaphorase/resazurin coupled assay, resorufin fluorescence, 16 min; hits give high values; 1 = vehicle wells, 0 = NADH-free wells | activation factor at 20 µM | AID 1229 | 190,000 compounds, 0.005% hits;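 active = diaphorase activity raised at least twofold by the compound at 20 µM; inactive = activation factor below 2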
#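 Test system: Clostridium kluyveri diaphorase, purified enzyme. Buffer or medium: 50 mM HEPES pH 7.4 buffer plus MgCl2 and Tween 20. Also added: 0.114 mM NADH and 0.1 mM resazurin, final amounts. Dosing: compound 20 µM once, DMSO 1%. Schedule: 16 min enzyme reaction, ambient temperature. Detection: fluorescence of resorufin, 544 nm excitation, 590 nm emission.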
# S1P3 antag: blocks the human S1P3 receptor; CHO S1P3 NFAT-BLA reporter, FRET fluorescence, antagonist mode; 170,000 compounds, 0.27% hits; AID 485; Q99500; inhibition, % at 4.98 µM;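 active = inhibition above the plate cutoff, the mean inhibition of test wells on that plate plus 3 SD, cut at about 28% in these data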;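 note: cells challenged with S1P at its EC80 of 0.8 µM; blue over green emission ratio from cleaved BLA substrate after 4 h stimulation; 0% = S1P-stimulated wells and 100% = unstimulated DMSO-only wells; some compounds past the cut are filed as inactive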
# PMI act satM6P: increases human PMI activity with near-saturating mannose 6-phosphate; activation factor at 20 µM; coupled PMI enzyme assay, resazurin fluorescence, 20 min; hits give high values; 1 = untreated enzyme, 0 = substrate-free blank; 190,000 compounds, 0.34% hits; P34949;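 active = activation factor of 2 or more at 20 µM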
#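 Material: human phosphomannose isomerase with PGI, G6PDH, diaphorase coupling enzymes. Quantity: 15 ng/mL PMI. Medium: HEPES pH 7.4 buffer with MgCl2 and Tween-20. Reagent: Near-saturating mannose-6-phosphate, 1.0 mM. Compound: 20 µM single dose. Times: enzyme reaction with compound 20 min at room temperature. Detection: resorufin fluorescence at Ex 544/Em 590 nm.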
# Diaph inh CS: counter-screen for diaphorase-based assays: diaphorase inhibitors and chemical oxidizers; diaphorase resazurin-to-resorufin fluorescence, NADH, 16 min; bacterial (C. kluyveri) enzyme, not human; inhibition, % at 20 µM; 190,000 compounds, 0.69% hits; AID 1217;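 active = primary screen inhibition at 20 µM above a set limit, cut at about 50% in these data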;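 note: plate controls were DMSO with full reaction for no effect and wells lacking NADH for full effect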
#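 Benchmarks: positive control wells lacking NADH, neutral wells with DMSO only. System: bacterial diaphorase enzyme (C. kluyveri). Input: 0.14 U/mL diaphorase, enzyme working solution. Detection: resorufin fluorescence, excitation 544 nm, emission 590 nm. Times: 16-min room-temperature incubation before reading.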
# RAM inhibit: inhibitors of the yeast RAM network | inhibition, % at 50 µM | S. cerevisiae dse1pr::URA3 reporter, 5-FOA growth OD615, 2 d; analog-sensitive cbk1-as2 kinase mutant strain | 190,000 compounds, 1.8% hits;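 active = inhibition above a set limit, 3 SD over mean compound inhibition, cut at about 8.4% in these data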;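 note: 0% = DMSO-only wells with no growth and 100% = 10 µM 1-NA-PP1 full growth; inhibition rescues growth on 5-FOA so higher OD means more RAM inhibition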
# The depositor's hits bear a star; . = not tested or not shown. Cut-off read from the data, not from the text of the source, unless noted: active = inhibition above about 50%; inactive = the rest. The order is random. About 12% of those tested had a hit in this group.
no.	SMILES	PMI activator	Hsp70 activator	PMI act satM6P	G6PDH CS	RAM inhibit	S1P3 antag
1	CN(C)/C=N/c1sc2c(c1C#N)CCCC2	0.9	-0.1	0.9	16	0.7	-21
2	CCOc1ccc(C2C(C(=O)c3ccco3)=C(O)C(=O)N2Cc2cccnc2)cc1 (stereo unspecified)	0.9	-0.1	0.9	-8	0.0	-14
3	O=C(CCSc1ccc(Cl)cc1)c1cccs1	0.9	0.0	0.9	-3	2.3	.
4	O=S(=O)(CCc1nc2ccccc2[nH]1)c1ccc(Cl)cc1	1.1	0.2	1.1	10	-0.3	-9
5	O=C(Cc1ccc(Cl)cc1)Nc1ccc(Br)cc1	0.9	0.0	0.9	3	1.8	-6
6	COc1cccc(C(=O)Nc2cc(NC(=O)c3ccco3)ccc2OC)c1	0.9	-0.4	0.9	-20	-1.1	.
7	CCNC(=O)/C(=C/c1cccc([N+](=O)[O-])c1)NC(=O)c1ccc(C)cc1	1	-0.1	1	3	2.7	-9
8	CCCCC(CC(C)O)c1n[nH]c(=S)n1-c1ccccc1 (stereo unspecified)	0.8	-0.1	1.1	-4	-0.1	-8
9	COc1ccc(CCNC(=O)C2CC(c3ccc([N+](=O)[O-])cc3)=NO2)cc1 (stereo unspecified)	1	-0.1	1	5	0.7	.
10	CCOC(=O)CSc1nnc(CNc2nc(-c3ccccc3)cs2)n1C	1	-0.2	1	4	1.9	6
11	C=CCc1c(C)nc(SC)nc1Nc1ccc(C(C)=O)cc1	1.1	0.5	1.1	4	0.8	-9
12	Cc1ccc2nc(-c3ccc(NC(=O)CSc4nccc(=O)[nH]4)cc3)sc2c1	1.1	0.1	1.1	2	12*	6

no.	TLR4 MyD88 comp	DTT redox prof	Diaph inh CS	Diaphorase act	L major viab
1	6	0.3	7	0.9	2
2	-4	1.4	20	0.8	-3
3	-9	-3.0	18	0.8	70*
4	7	-0.1	3	1	-6
5	7	-1.4	12	0.9	-7
6	0	3.1	16	0.8	2
7	-3	-1.9	11	0.9	1
8	0	-0.8	9	0.9	47
9	-20	-7.4	8	0.9	-4
10	9	1.6	8	0.9	-8
11	0	1.7	-3	1	71*
12	7	-0.8	5	0.9	-6

# New compounds follow:
no.	SMILES	PMI activator	Hsp70 activator	PMI act satM6P	G6PDH CS	RAM inhibit	S1P3 antag
13	O=C(CCn1c(=O)oc2ccccc21)N1CCc2ccccc21	1.1	0.3	1.1	6	1.6	-7
14	Cc1ccc(C2NC(=S)NC3=C2C(=O)CC(C)(C)C3)cc1 (stereo unspecified)	1	-0.4	1	14	2.1	3
15	Cc1ccc(CC(=O)Nc2ccncc2)cc1	0.9	0.0	0.9	20	0.5	-1
16	Nc1c2c(nc3sc4c(c13)CCCC4)CCCCCC2	0.8	0.2	1	9	0.3	0
17	COc1ccc(C)cc1N(CC(=O)Nc1cccnc1)S(=O)(=O)c1ccc(C)cc1	0.9	0.1	1.1	9	0.4	-6
18	Cc1c(C(=O)OCC(=O)N2CC(C)OC(C)C2)oc2ccc(Br)cc12 (stereo unspecified)	1	-0.4	1.1	5	2.7	6
19	O=C(CSc1nc2c(cnn2-c2ccccc2)c(=O)[nH]1)NC1CCS(=O)(=O)C1 (stereo unspecified)	1	-0.2	1	5	2.3	22
20	N#CC1=C(N)N(c2ccccc2)C2=C(C(=O)CCC2)C1c1ccsc1 (stereo unspecified)	0.8	-0.2	0.7	3	0.9	-9
21	COC(=O)c1nonc1NCn1nnc2ccccc21	1.1	-0.1	1	-2	2.8	-37
22	CC(=O)C1=C(C)OC(N)=C(C#N)C1c1ccncc1 (stereo unspecified)	1	0.1	1.1	-9	-0.1	-13
23	CN(C(=S)Nc1cccnc1)c1ccc(O)cc1	0.4	-0.2	0.3	12	0.8	-22
24	O=C(O)CC1SC(=Nc2cccc(C(F)(F)F)c2)NC1=O (stereo unspecified)	1.1	0.1	1.1	17	-1.0	.

no.	TLR4 MyD88 comp	DTT redox prof	Diaph inh CS	Diaphorase act	L major viab
13	-3	-0.2	-6	1.1	9
14	-3	0.6	-5	1	5
15	0	-0.3	-7	1.1	13
16	12	0.0	1	1	55*
17	-4	0.0	11	0.9	26
18	-5	-0.3	-1	1	-4
19	-2	-0.6	2	1	3
20	1	0.3	31	0.7	55*
21	3	0.6	0	1	-7
22	7	-4.0	10	0.9	0
23	1	-0.2	43	0.6	1
24	8	0.1	5	0.9	-4

# Given in transposed form: eleven of the compounds above.
[14] Cc1ccc(C2NC(=S)NC3=C2C(=O)CC(C)(C)C3)cc1 (stereo unspecified)
[15] Cc1ccc(CC(=O)Nc2ccncc2)cc1
[16] Nc1c2c(nc3sc4c(c13)CCCC4)CCCCCC2
[17] COc1ccc(C)cc1N(CC(=O)Nc1cccnc1)S(=O)(=O)c1ccc(C)cc1
[18] Cc1c(C(=O)OCC(=O)N2CC(C)OC(C)C2)oc2ccc(Br)cc12 (stereo unspecified)
[19] O=C(CSc1nc2c(cnn2-c2ccccc2)c(=O)[nH]1)NC1CCS(=O)(=O)C1 (stereo unspecified)
[20] N#CC1=C(N)N(c2ccccc2)C2=C(C(=O)CCC2)C1c1ccsc1 (stereo unspecified)
[21] COC(=O)c1nonc1NCn1nnc2ccccc21
assay / entry	14	15	16	17	18	19	20	21
PMI activator	1	0.9	0.8	0.9	1	1	0.8	1.1
Hsp70 activator	-0.4	0.0	0.2	0.1	-0.4	-0.2	-0.2	-0.1
PMI act satM6P	1	0.9	1	1.1	1.1	1	0.7	1
G6PDH CS	14	20	9	9	5	5	3	-2
RAM inhibit	2.1	0.5	0.3	0.4	2.7	2.3	0.9	2.8
S1P3 antag	3	-1	0	-6	6	22	-9	-37
TLR4 MyD88 comp	-3	0	12	-4	-5	-2	1	3
DTT redox prof	0.6	-0.3	0.0	0.0	-0.3	-0.6	0.3	0.6
Diaph inh CS	-5	-7	1	11	-1	2	31	0
Diaphorase act	1	1.1	1	0.9	1	1	0.7	1
L major viab	5	13	55*	26	-4	3	55*	-7

[22] CC(=O)C1=C(C)OC(N)=C(C#N)C1c1ccncc1 (stereo unspecified)
[23] CN(C(=S)Nc1cccnc1)c1ccc(O)cc1
[24] O=C(O)CC1SC(=Nc2cccc(C(F)(F)F)c2)NC1=O (stereo unspecified)
assay / entry	22	23	24
PMI activator	1	0.4	1.1
Hsp70 activator	0.1	-0.2	0.1
PMI act satM6P	1.1	0.3	1.1
G6PDH CS	-9	12	17
RAM inhibit	-0.1	0.8	-1.0
S1P3 antag	-13	-22	.
TLR4 MyD88 comp	7	1	8
DTT redox prof	-4.0	-0.2	0.1
Diaph inh CS	10	43	5
Diaphorase act	0.9	0.6	0.9
L major viab	0	1	-4

# Further records follow.
no.	SMILES	PMI activator	Hsp70 activator	PMI act satM6P	G6PDH CS	RAM inhibit	S1P3 antag
25	O=c1c([N+](=O)[O-])c(N2CCOCC2)c2ccccc2n1Cc1ccccc1	1	-0.3	1	10	3.1	-14
26	CCCCCC1CC(CC(=O)O)C(=O)O1 (stereo unspecified)	1	-0.3	1	-5	1.1	3
27	Cc1nc(-c2ccc(O)c(O)c2)cs1	0.5	-0.1	0.5	27	3.7	.
28	CN(C)CCOC(=O)CC12CC3CC(C1)CC(CC(=O)OCCN(C)C)(C3)C2	.	-0.4	.	19	0.9	-5
29	COC(=O)c1cc(C(=O)OCC(=O)NC2CCS(=O)(=O)C2)cc([N+](=O)[O-])c1 (stereo unspecified)	1	-0.3	1	4	-1.2	-17
30	Cc1cc(C)cc(N2C(=O)CC(n3ccnc3)C2=O)c1 (stereo unspecified)	1	-0.6	1	-3	0.8	-27
31	COc1cc(NC(=O)c2cnn3c(C(F)F)cc(C4CC4)nc23)c(OC)cc1Cl	0.8	-0.3	0.8	-4	0.4	-16
32	CC(C)(C)C1CCC(OC(=O)C[N+]2(C)CCCCC2)CC1 (stereo unspecified)	0.7	-0.4	0.8	11	0.9	-12
33	CCOc1ccc(Br)cc1S(=O)(=O)Nc1ccc(C(=O)OCC(=O)Nc2ccc(C#N)cc2)cc1	0.9	-0.1	0.9	18	6.3	-2
34	CC(C)CCNC(=O)c1ccc(OC2CCN(S(=O)(=O)N(C)C)CC2)cc1	1	-0.2	1	4	0.7	0
35	Cc1cccc(NS(=O)(=O)c2cc(C(=O)OCC(=O)Nc3cc(C)on3)ccc2C)c1	0.8	-0.2	0.8	-28	6.1	.
36	NC(=O)C(CCC(=O)c1ccc(Br)cc1)S(=O)(=O)c1ccccc1 (stereo unspecified)	1.1	0.3	1.1	1	1.7	0
37	CC(=O)Nc1ccc2nc(CN3CCN(CC(C)C)C(CCO)C3)ccc2c1 (stereo unspecified)	1	-0.4	1	16	4.6	3

no.	TLR4 MyD88 comp	DTT redox prof	Diaph inh CS	Diaphorase act	L major viab
25	-8	-0.6	2	1	25
26	2	0.2	12	0.9	-5
27	-7	-0.4	46	0.5	20
28	-3	-0.3	.	.	17
29	2	-0.5	-3	1	-10
30	1	0.5	6	0.9	1
31	8	-1.1	15	0.8	-2
32	17	-0.5	11	0.9	75*
33	-9	-0.2	15	0.9	-8
34	10	0.0	-1	1	11
35	-8	-0.7	26	0.7	5
36	3	-2.3	-5	1.1	-8
37	-13	1.1	-1	1	-4

# With a hit mark in RAM inhibit, among the entries above:
no.	canonical_smiles	PMI activator	Hsp70 activator	PMI act satM6P	RAM inhibit	S1P3 antag	TLR4 MyD88 comp	DTT redox prof	Diaphorase act
12	Cc1ccc2nc(-c3ccc(NC(=O)CSc4nccc(=O)[nH]4)cc3)sc2c1	1.1	0.1	1.1	12*	6	7	-0.8	0.9
